# H9c2 TAG inh = triacylglycerol accumulation inhibition. H9c2 cells, Nile Red lipid (TAG) fluorescence; cells loaded with 200 µM oleic acid. inhibition, % at 12.5 µM. 230,000 tested, 0.66% active;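 active means pattern-corrected inhibition of lipid staining of at least 50% with the nuclear-stain viability signal not falling by more than 50%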;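 further: 0% = DMSO wells and 100% = triacsin C control wells; some results filed as inactive read as strong as hits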
# H9c2 TAG inh DAPI viability = further read-out of H9c2 TAG inh, marked with its call; DAPI nuclei signal change (viability), lower = more cytotoxic, %;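 whole-well DAPI fluorescence read on a plate reader as a viability signal; minus 50 percent equals half of cells still viable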
# * hit, by the source's call. Some of the compounds tested; the hit share may differ from the screen's.
Compound	H9c2 TAG inh DAPI viability	H9c2 TAG inh
COc1ccc(CNC(=O)C2(C)Cc3c(-c4cccc(C(N)=O)c4)ccnc3O2)cc1OC (stereo unspecified)	-1	6
COc1cc([N+](=O)[O-])ccc1NC(=O)C[n+]1cccc(C)c1	6	-46
COc1cc(C(=O)Nc2ccc(O)cc2)ccc1OC(C)=O	5	-9
CCOc1ccc(NC(=O)CSCC(=O)O)cc1	0	13
CC(=O)c1ccc(NC(=O)C2(S(=O)(=O)c3ccccc3)CC2)cc1	-10	-3
CC(=O)Nc1cnc(-c2cc(C)c(O)c(C)c2)cn1	-5	20
CN(Cc1ccccc1)C(=O)c1ccc(NC(=O)Cc2ccc(NC(=O)C3CCN(C(=O)C4CCC4)CC3)cc2)cc1	9	-12
C=CCn1c(SCc2ccc(F)cc2)nc2c1c(=O)[nH]c(=O)n2C	4	-18
OCCNCCNCc1ccccc1OCc1ccccc1	0	19
O=C(CNC(=O)c1ccccc1)Sc1ccccc1	0	-6
COc1cccc(N2CCN(c3ccc(N4C(=O)CCC4=O)cc3[N+](=O)[O-])CC2)c1	0	-8
COc1cc(-c2csc(N3CCOCC3)n2)cc(OC)c1OC	1	0
CCOc1nc(-c2ccncc2)nc2ccccc12	7	12
O=c1cnn([C@@H]2O[C@H](CO)[C@@H](O)[C@H]2O)c(=O)[nH]1	2	0
c1ccc(CN2CCC(N3CCN(Cc4ccc5c(c4)OCO5)CC3)CC2)cc1	13	-8
Cc1ccc(SCC(=O)N(Cc2nc(-c3ccccc3)no2)C(C)C)cc1	-6	-10
COc1ccc(/C=C(\C)c2nc(C)c(-c3ccccc3)c(=O)[nH]2)cc1	16	-18
CCSc1ccccc1C(=O)N=C1NC(=O)CC2C(=O)NCCN12 (stereo unspecified)	4	0
CCN(C(=O)COC(=O)/C=C/c1ccc2c(c1)OCO2)c1c(N)n(Cc2ccccc2)c(=O)[nH]c1=O	1	-1
CCN(CC)CCC=C(c1cccs1)c1cccs1	2	3

# Among those listed so far, 3 contain an aryl thioether with sulfur outside any ring:
Compound	H9c2 TAG inh DAPI viability	H9c2 TAG inh
C=CCn1c(SCc2ccc(F)cc2)nc2c1c(=O)[nH]c(=O)n2C	4	-18
Cc1ccc(SCC(=O)N(Cc2nc(-c3ccccc3)no2)C(C)C)cc1	-6	-10
CCSc1ccccc1C(=O)N=C1NC(=O)CC2C(=O)NCCN12 (stereo unspecified)	4	0

# Additional compounds
Compound	H9c2 TAG inh DAPI viability	H9c2 TAG inh
CONc1nc2nonc2nc1NOC	5	-1
O=C(OCC(=O)N1CCN(Cc2ccccc2)CC1)c1ccc(Cl)cc1	10	-8
COc1ccccc1NC(=O)CCSc1nnc(-c2ccncc2)o1	-2	2
Cc1cc(C)n2nc(SCC(=O)N3CC(C)CC(C)C3)nc2n1 (stereo unspecified)	1	-8
CN(C(=O)c1ccncc1)c1nnc(-c2cnccn2)s1	-12	8
COc1cccc(C2CC(c3cccs3)=NN2C(=O)CCC(=O)O)c1OC (stereo unspecified)	5	5
O=[N+]([O-])c1cc(C(F)(F)F)ccc1Sc1nccn1Cc1ccccc1	2	-23
CC1=CC(C)(C)n2c(O)c(N=N)c3c(C)ccc1c32	-3	-10
COc1ccccc1-c1cnc(C(O)c2cc(Cl)cc(Cl)c2)[nH]1 (stereo unspecified)	6	-14
COc1ccc(S(=O)(=O)N(CC(=O)NCCC(C)C)c2ccccc2)cc1OC	-8	15
COC(=O)c1oc2ccc(Cl)cc2c1N	8	13
O=C(/C=C\c1ccc(-c2cccc([N+](=O)[O-])c2)o1)N1CCOCC1	-3	2
COc1cccc(CSC(C(=O)O)c2ccccc2)c1 (stereo unspecified)	16	-8
CC(=O)Oc1[nH]c(=O)c2cccc3c2c1CCC3	-8	-6
Cc1cccc2cc(COC(=O)c3ccccn3)c(=O)[nH]c12	8	-4
O=C(CSc1nncs1)Nc1ccc2c(c1)OCCO2	-8	-5
O=C(NCCSCc1c(F)cccc1Cl)c1ccco1	18	-10
O=C(c1cnccn1)N1CCc2ccccc21	-4	1
Cc1noc(C)c1CSc1ccccc1C(=O)Nc1nccs1	-8	8
CC1CN(S(=O)(=O)c2ccc(C(=O)Nc3nncs3)cc2)CC(C)O1 (stereo unspecified)	0	0

# 3 records picked at random from those above, as already listed:
Compound	H9c2 TAG inh DAPI viability	H9c2 TAG inh
COc1cccc(CSC(C(=O)O)c2ccccc2)c1 (stereo unspecified)	16	-8
COc1ccccc1-c1cnc(C(O)c2cc(Cl)cc(Cl)c2)[nH]1 (stereo unspecified)	6	-14
O=C(c1cnccn1)N1CCc2ccccc21	-4	1

# Further results follow.
Compound	H9c2 TAG inh DAPI viability	H9c2 TAG inh
NC(CCc1ccccc1)c1csc(NC(=O)Nc2ccccc2Oc2ccccc2)n1 (stereo unspecified)	-97	132
CCC(CC)C(=O)c1c[nH]c(C(=O)NCc2ccccn2)c1	0	7
COc1ccc(Nc2cc(C)nc(N3CCN(C(=O)c4ccc5c(c4)OCO5)CC3)n2)cc1	6	15
O=C1COc2ccc(C(=O)C[n+]3cccc(O)c3)cc2N1	4	5
Cc1ccc(NC(=O)NC(=O)N(C(C)C)S(=O)(=O)c2ccc(C)cc2)cc1	-2	-2
CC(C)C[C@H](NC(=O)OC(C)(C)C)C(=O)N[C@@H](CO)[C@H](O)[C@@H]1C[C@@H]1C(=O)N1CCCC1	4	-2
COc1ccc(C)cc1NC(=O)CSc1nc(=O)n(CCCN2CCOCC2)c2c1CCCC2	1	-2
CCCCc1nc2n[nH]c(N)c2c2c1CCC2	3	-10
C[C@@H]1CN([C@@H](C)CO)S(=O)(=O)c2ccc(Br)cc2O[C@H]1CN(C)C(=O)c1ccccc1	-11	-4
CN(C)c1ccc(C=NN2C(=O)CSC2=S)c(Cl)c1	-2	10
Nc1c(N(CCC2=CCCCC2)C(=O)Cc2ccccc2F)c(=O)[nH]c(=O)n1Cc1ccccc1	2	15
C/C(=N\Nc1nc(N)cc(Cl)n1)c1ccc(Cl)c(Cl)c1	-13	4
O=C(COc1ccccc1Cl)c1ccc[nH]1	15	-12
Cc1csc(NS(=O)(=O)c2cccc([N+](=O)[O-])c2)n1	-7	8
O=C(Cn1c(=O)cnc2ccccc21)NCC(=O)Nc1ccc(F)c(F)c1	-2	22
CCN(C(=O)COC(=O)C12CC3CC(CC(NC(C)=O)(C3)C1)C2)C1CCCCC1	-3	13
NC(=O)c1ccc(NC(=O)c2cnc3ccccc3n2)cc1	-13	17
CC(C)[C@H](NS(=O)(=O)c1cccc(Cl)c1)C(=O)OCC(=O)NC(=O)CN1CCCC1=O	7	5
COC(=O)c1ccc(Cn2c(C)c(C(=O)NCc3ccc([N+](=O)[O-])cc3)sc2=O)o1	-9	-1
C=CCNC(=O)C1CCN(c2ccc(S(=O)(=O)N3CCOCC3)cc2[N+](=O)[O-])CC1	-13	3
O=C(CCl)Nc1cccn2ncnc12	-4	-11
O=C(NCc1ccccc1Cl)c1csc([C@@H]2O[C@H](CO)[C@H](O)[C@H](O)[C@H]2O)n1	11	1
CO/N=C(\c1nonc1N)N1CCN(c2ccc(Cl)cc2[N+](=O)[O-])CC1	-5	23
C[C@H]1CN([C@@H](C)CO)S(=O)(=O)c2ccc(Br)cc2O[C@@H]1CN(C)C(=O)CCN1CCCCC1	-2	1
Cc1ccc(-c2nc3cccnc3o2)cc1NC(=O)COc1ccc(Cl)cc1C	10	23
CCc1nc2ccc(C(=O)NCCCN3CCCC3=O)cn2c1N(C)CCC(C)C	-8	-2
CCCCN(C(=O)C1CC(=O)N(c2ccc3c(c2)OCCO3)C1)c1c(N)n(CCCC)c(=O)[nH]c1=O (stereo unspecified)	-4	-13
COc1ccc(CCNC(=O)CN(C)S(=O)(=O)c2cccs2)cc1OC	5	-2
CCOc1ccc(OCCC(=O)OCC(=O)Nc2ccc(C)c(S(=O)(=O)N3CCCCC3)c2)cc1	4	7
CCCSCCCNC(=O)Cn1cc2c(n1)CCCCC2	-8	-14
Cc1cccc(NCC(=O)NNC(=S)Nc2ccccc2)c1	5	-1
CC(C)c1ccc(CNc2nc(NCC3CC3)nc3ccsc23)cc1	16	-12
Cc1cnn(Cc2ccccc2)c1N	13	-13
Cc1cc(C(=O)OCC(=O)Nc2cc(S(=O)(=O)N(C)C)ccc2Cl)c2ccccc2n1	-7	-1
C[C@@H]1Cn2cnc(C(=O)N[C@@H](Cc3c[nH]c4ccccc34)C(=O)OC(C)(C)C)c2C(=O)N1	-12	10
CC(CO)(CO)NC(=O)c1ccc(=O)[nH]n1	-4	3
O=C(Nc1ccc2c(c1)OCCO2)N1CCN(Cc2ccccc2)CC1	-1	-6
Cc1ccc(C)c(N2CCN(C(=O)CN(C)S(=O)(=O)c3ccc4c(c3)CCC(=O)N4)CC2)c1	-6	6
Cc1c(C(=O)NC2CC2)oc2ccc(S(=O)(=O)N3CCCCCC3)cc12	9	-20
N#CCCn1ncc2ccccc21	-5	-5
CN(C(=O)CSc1nnc(C2CC2)n1C1CC1)C1(C#N)CCCCC1	-1	2
CCN1C[C@@H]2[C@@H]3C(=O)N(C)C(=O)[C@@H]3[C@](Cc3ccccc3)(C1=O)N2C(=O)c1ccc(C(C)(C)C)cc1	-3	7
CC(C)N(C(=O)COC(=O)Cn1cnc2ccccc21)c1ccccc1	4	9
CCOC(=O)C1CCCN(C(=O)c2cccc(N3C(=O)c4ccccc4C3=O)c2)C1 (stereo unspecified)	-1	-12
COC(=O)C1=NNC2C(=O)N(C3CCCCC3)C(=O)C12 (stereo unspecified)	8	-5
CC1CCN(S(=O)(=O)c2ccc(C(=O)NC3CCS(=O)(=O)C3)cc2)CC1 (stereo unspecified)	1	1
CN1CCN(C(=O)NC2CCCN2S(=O)(=O)c2ccc(Cl)cc2)CC1 (stereo unspecified)	-8	1
CCc1cc(=O)[nH]c(SCC(=O)NCc2ccc3c(c2)OCO3)n1	6	2
COc1ccc(N2C(C(C)=O)=NN(c3ccccc3)C2c2cccs2)cc1 (stereo unspecified)	5	-39
CC(CC(=O)O)CC(=O)Nc1ccc(Br)cc1 (stereo unspecified)	-7	10
c1cc(N2CCOCC2)ccc1-c1ccc2nncn2c1	1	-4
COc1cc(C(=O)NCc2ccc(S(N)(=O)=O)cc2)ccc1OCC(=O)Nc1cccc(C(F)(F)F)c1	-2	3
CCOC(=O)CN(C(=O)CNC(=O)c1cccs1)C(C(=O)NC1CCCCC1)c1cccs1 (stereo unspecified)	28	-4
O=C(Nc1ccc(F)cc1)c1ccccc1CC[N+](=O)[O-]	4	0
O=C(CN1C(=O)NC2(CCCC2)C1=O)Nc1nc2ccccc2[nH]1	0	-14
CC1CN(S(=O)(=O)c2cccc(C(=O)OCCOc3ccccc3)c2)CC(C)O1 (stereo unspecified)	0	-3
CCc1ccc(OCC(=O)NNC(=O)c2ccc(-n3cncn3)c([N+](=O)[O-])c2)cc1	-1	8
O=C(CN1C(=O)NC(c2ccccc2)(c2ccccc2)C1=O)NCc1ccccc1	-5	13
CCCCNC(=O)c1onc(CSc2ccc(Cl)cc2)c1C(=O)O	6	-1
NC(=O)COC(=O)c1ccccc1SCC(=O)NC1CCCCCCC1	4	-25

# (more compounds)
Compound	H9c2 TAG inh DAPI viability	H9c2 TAG inh
CCc1ccc(C(CNC(=O)c2ccc3c(=O)n(-c4ccccc4F)c(=S)[nH]c3c2)N(C)C)cc1 (stereo unspecified)	23	20
CCOC(=O)C1(C)CCN1C(=O)c1ccccc1OC (stereo unspecified)	16	-4
O=[N+]([O-])c1ccc(COc2cccc(CN3CCCCC3)c2)cc1	1	-1
COc1ccc(C(=O)N2CCN(c3ccc(C(C)=O)cc3)CC2)cc1S(=O)(=O)N1CCCC1	7	-5
Cc1oc(S(=O)(=O)N(C)C)cc1C(=O)Nc1ccc(Cl)cc1	-3	3
CCCCOc1ccc(-c2nnc(-c3cc[n+](C)cc3)o2)cc1	11	10
Cc1nc2c(OCCC3CCCCC3)cccn2c1N(C)C(=O)CCC1CCCC1	1	-8
COc1ccc(-c2csc(NC(=O)CSCC(=O)Nc3cc(C)on3)n2)c(OC)c1	-5	8
CC(C)c1ccc(-c2cc(C(=O)N3CCOCC3)c3cc(Br)ccc3n2)cc1	5	-28
COCCN1C(=O)N[C@@H](c2cccc(C(F)(F)F)c2)[C@@H](C(=O)OC)[C@H]1C	-1	-7
COc1ccc(S(=O)(=O)N(C)C)cc1NC(=O)c1ccc(OCC2CCCO2)cc1 (stereo unspecified)	4	-8
CC(C)c1ccc(/C=C2\SC(N3CCOCC3)=NC2=O)cc1	-7	-2
COc1cc(O)c(C(CC(=O)N2CCOCC2)c2cc(OC)c(OC)c(OC)c2)c(OC)c1 (stereo unspecified)	2	-1
CCC(=O)O/N=C(\N)c1ccc(Oc2cc(C)c(Cl)c(C)c2)c([N+](=O)[O-])c1	14	-13
CCc1ccc(N2CC(C(=O)OCC(=O)Nc3ccccc3C)CC2=O)cc1 (stereo unspecified)	-5	1
Cc1cccc(C)c1NC(=O)NC1(C(=O)NCCN2CCOCC2)CCCCC1	3	3
Cc1noc(NS(=O)(=O)c2ccc(NC(=O)c3cc(S(=O)(=O)Nc4ccc(F)cc4)ccc3Cl)cc2)c1C	2	15
C(#Cc1ccc(C#CCN2CCCC2)cc1)CN1CCCC1	-1	-5
Cc1cccc(NC(=S)NC(=O)c2cc(-c3ccccc3)nc3ccccc23)c1	-1	-5
O=C1N2CN(C(c3ccccc3)c3ccccc3)CN=C2SC1(CO)CO	4	-2
O=C1NC[C@H](Cc2ccccc2)N(CC2CCCCC2)C1=O	-7	1
Cc1ccc2c(c1)c1nnc(SCC(=O)N3CCCc4ccccc43)nc1n2CC(=O)O	4	-15

# High-throughput results (PubChem)
